KDM5B inh = inhibitors of human KDM5B histone demethylase; Q9UGL1; KDM5B demethylase, FDH-coupled NADH fluorescence (FDH is formaldehyde dehydrogenase); Potency, µM (titrated, usually from 57.7 µM), inactives show top-dose activity change, negative = inhibition, actives largely listed as inhibitors; hit rate 2.6% among 220,000; AID 1347165; active = well fitted inhibition curve with a large enough effect; inconclusive = small, poorly fitted or top-dose-only effect; inactive = no such curve, though single readings can be large or run the other way; note: 0% is about no effect; nearly all actives have a fitted effect of over 70% in size
Target sequence (Q9UGL1 whole entry, looked up): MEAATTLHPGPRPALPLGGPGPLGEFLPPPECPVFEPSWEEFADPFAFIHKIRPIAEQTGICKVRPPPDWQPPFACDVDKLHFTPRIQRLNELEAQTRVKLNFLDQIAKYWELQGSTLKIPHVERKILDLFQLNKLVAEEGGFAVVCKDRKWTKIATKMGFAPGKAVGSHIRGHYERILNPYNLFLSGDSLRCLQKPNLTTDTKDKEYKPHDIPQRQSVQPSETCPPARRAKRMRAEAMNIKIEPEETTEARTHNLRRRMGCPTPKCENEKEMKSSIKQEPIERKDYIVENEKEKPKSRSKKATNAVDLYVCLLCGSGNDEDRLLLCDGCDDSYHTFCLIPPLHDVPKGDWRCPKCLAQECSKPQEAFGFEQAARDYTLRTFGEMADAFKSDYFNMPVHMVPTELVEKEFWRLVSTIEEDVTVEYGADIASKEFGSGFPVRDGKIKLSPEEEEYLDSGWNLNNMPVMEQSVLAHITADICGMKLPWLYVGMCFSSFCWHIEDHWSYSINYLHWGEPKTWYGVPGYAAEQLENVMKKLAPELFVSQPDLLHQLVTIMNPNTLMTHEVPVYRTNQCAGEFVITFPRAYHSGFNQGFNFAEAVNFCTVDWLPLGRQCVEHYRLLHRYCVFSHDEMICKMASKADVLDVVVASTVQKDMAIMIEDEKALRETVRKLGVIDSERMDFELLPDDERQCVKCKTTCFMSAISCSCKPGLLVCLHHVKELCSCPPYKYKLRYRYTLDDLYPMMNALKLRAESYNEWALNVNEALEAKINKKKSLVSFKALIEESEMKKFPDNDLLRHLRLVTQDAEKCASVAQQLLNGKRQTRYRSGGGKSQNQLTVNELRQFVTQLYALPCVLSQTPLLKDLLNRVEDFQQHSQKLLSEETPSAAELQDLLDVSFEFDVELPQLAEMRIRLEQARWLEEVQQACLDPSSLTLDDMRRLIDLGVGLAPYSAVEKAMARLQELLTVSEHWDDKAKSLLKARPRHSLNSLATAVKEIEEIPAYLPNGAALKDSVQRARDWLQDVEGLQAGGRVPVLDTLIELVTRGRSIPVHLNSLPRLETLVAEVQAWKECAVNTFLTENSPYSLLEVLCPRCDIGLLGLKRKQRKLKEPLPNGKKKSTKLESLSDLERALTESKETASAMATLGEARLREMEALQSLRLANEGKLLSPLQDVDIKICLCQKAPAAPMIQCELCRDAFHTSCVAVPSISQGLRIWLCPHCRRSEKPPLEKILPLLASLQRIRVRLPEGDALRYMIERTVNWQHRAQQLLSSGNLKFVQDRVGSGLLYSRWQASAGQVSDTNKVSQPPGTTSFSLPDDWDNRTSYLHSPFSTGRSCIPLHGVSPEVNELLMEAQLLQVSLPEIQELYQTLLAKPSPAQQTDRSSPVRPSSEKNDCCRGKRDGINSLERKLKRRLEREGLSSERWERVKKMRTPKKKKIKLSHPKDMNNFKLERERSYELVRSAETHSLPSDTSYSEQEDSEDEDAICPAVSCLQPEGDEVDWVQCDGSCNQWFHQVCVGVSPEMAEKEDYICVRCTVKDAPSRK
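Compound dilutions met 200 nM (final) KDM5BΔAP for 10 min at room temperature before substrate addition. The substrate mix held 12.5 µM H3K4me3 with cofactors 25 µM α-ketoglutarate and 50 µM Fe²⁺. NADH signal gain over 30 min defined activity.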
* hit, by the source's call; u = inconclusive; & = joins results of further samples; [ ] = dose if it differs, or a comment. Potency is the fitted concentration of half-maximal effect.

KDM5B inh	Structure
28%	Cn1cnc(S(=O)(=O)N2CCCC(c3[nH]ccc3C(N)=O)C2)c1 (centres undefined)
18%	COc1ccc(CN2CCc3nc(C)nc(-c4ccc(OC)cc4)c3CC2)cc1
9%&-8%[115 µM]	COc1ccc(CN2CCC3(Cc4ccccc4CNC3=O)C2)c(OC)n1 (centres undefined)
u	Cc1ccc([C@H]2C[C@@H](O)[C@@H](O)[C@@H]2N2CCCCC2)cc1
-12%	N=C(N)CCl
-22%	CCS(=O)(=O)Nc1ccc(C2(C(=O)NCC(C)C)CCCCC2)cc1
u	COc1cc(-c2nc3ccc(Cl)cn3c2Nc2ccc3c(c2)OCCO3)ccc1O
3%[149 µM]	COc1ccc(CN2CCC(N3CCOC3=O)CC2)cc1
7%	O=C(Cn1ccc2ccc(Cl)cc21)NCc1ccccc1
-30%	COc1ccc(Oc2ccc(C(F)(F)F)cc2NC(=O)c2ccc(F)cc2)cc1
14%	O=C(Nc1cccc(-c2nnc3n2CCCC3)c1)c1ccoc1
28µM*	Nc1cccn2nc(-c3ccccc3)nc12
u	COc1ccccc1N1CCN(C(=O)c2coc(=O)c(Br)c2)CC1
3%	O=C(NCC(c1cccs1)c1c[nH]c2ccccc12)c1cccs1 (centres undefined)
-11%	COc1ccc(CCC(=O)N2C[C@@H]3CCCN4CCC[C@@H]([C@H]34)[C@H]2CCCC(=O)N2CCOCC2)cc1
35µM*	CN1CCC2(C1)CN(CC1CC1)c1ccc(C(=O)NC3CCC3)cc12 (centres undefined)

Given as labelled records: 2 of the compounds above.
SMILES: Nc1cccn2nc(-c3ccccc3)nc12
  KDM5B inh = 28µM*

SMILES: COc1ccccc1N1CCN(C(=O)c2coc(=O)c(Br)c2)CC1
  KDM5B inh = u

(cont.)
KDM5B inh	Structure
2%	Cc1ccc(CN2C[C@@H]3C(=O)N(Cc4ccc5c(c4)OCO5)C(=O)[C@@H]3C2)cc1
-4%	CC(C)c1ccc(NC(=O)CSC2=Nc3ccccc3C3=NC(CCC(=O)NC4CCCCC4)C(=O)N23)cc1 (centres undefined)
32µM*	CN(C)c1ncc2c(n1)C(C)(C(=O)NCc1ccc3c(c1)OCO3)CCC2 (centres undefined)
-26%	CCn1c(=O)c2c3c(sc2n2c(SCc4ccc(F)cc4)nnc12)CCCC3
12%	CCOc1ccc(-c2cc(-c3nc(-c4ccc(OCC)cc4)no3)[nH]n2)cc1
-1%	CCCNC(=O)C(=O)NCc1n[nH]c(=O)c2ccccc12
-1%	O=C(CN1CC2CC(C1)[C@H]1CCCC(=O)N1C2)NC1CC[S+](=O)([O-])C1 (some centres undefined)
8%	NC1CCC(NC(=O)C2CCCN(C3CCN(CCc4ccccc4)CC3)C2)CC1 (centres undefined)
-23%	COc1cccc(CNC(=O)CCn2c(=O)c3cccn3c3ccc(F)cc32)c1OC
35%	Cc1ccc(C(=O)N2CCC(N3CC(OCC4CC4)C34CCCCC4)CC2)cn1 (centres undefined)
-11%	CN(C)c1ccc(C(=O)N2CCC3(CC2)NC(=O)N(Cc2ccc(F)cc2)C3=O)cc1
0%	COC(=O)c1cc(C(=O)OC)cc(-c2ccc(C=O)o2)c1
-2%	CCCCNc1nc(-c2ccc3c(c2)CC(=O)N3)cs1
-4%	Cc1cnc(C)n1C1CCN(C(=O)CCn2cccn2)CC1
15%	CCOc1ccc(C(=O)Cn2cnc3ccccc3c2=O)cc1
-5%	O=C(O)c1cc(-c2cncnc2)cc(S(=O)(=O)N2CCCCCC2)c1
15%	CC(C)(C)NC(=O)C(c1cccs1)N(Cc1ccco1)C(=O)c1csnn1 (centres undefined)
-12%	COc1ccc(C(=O)N2CCCC(CO)CCNC(=O)CC2)c(OC)n1 (centres undefined)
-25%	CSc1ncccc1C(=O)N1CC[C@@](C)(O)[C@@H](O)C1
5%	CC1CC1C(=O)Nc1ccc(SC2CCCC2)cc1 (centres undefined)
0%	N#Cc1ccc(N2C(=O)[C@@H]3C(C(=O)c4cnccn4)=NN[C@@H]3C2=O)cc1
24%	CC(C)c1noc(-c2cn(C3CCN(C(=O)c4ccc(Cl)s4)C3)nn2)n1 (centres undefined)
2%	O=c1c2ccccc2cnn1Cc1coc(-c2ccc(Cl)cc2)n1
-9%	Cc1ccc(N=C2NC(=O)CC(C(=O)Nc3cc(C(F)(F)F)ccc3Cl)S2)cc1 (centres undefined)
-9%	Cn1nnnc1SCC(=O)N(Cc1cccs1)c1ccc2c(c1)OCCO2
u	COc1ccc(-c2nc(-c3nnn4c3COC(c3ccc(Cl)cc3)C4)no2)c(OC)c1 (centres undefined)
u	CN(Cc1ccc2nsnc2c1)Cc1nc(Cc2cccc(C(F)(F)F)c2)no1
23%	Cn1cc(CNC(=O)C[C@@H]2C[C@H]3O[C@H](CNCc4ccccc4C(F)(F)F)[C@@H](O)[C@H]3O2)cn1
-33%	COc1ccc(OC)c(CNC(=O)C2(CCO)CC23CCOCC3)c1 (centres undefined)
u	CCOc1ccc(CNC(=O)c2sc3ncnc(N(C)C4CCCCC4)c3c2C)cc1
18%	CS(=O)(=O)N(CCc1ccccc1)CC(=O)N1CCCC1
u	CCCCCCCCCCCCCCCCCCN(C)C
19%	CC(C)N1C(=O)C2(CCCC2)C1C(=O)NC1CC1 (centres undefined)
u	O=C(Nc1cccc(C(F)(F)F)c1)c1cc2nc(-c3ccc4c(c3)OCO4)cc(C(F)(F)F)n2n1
-20%	COCCNC(=S)N/N=C(/C)c1ccc(C(C)(C)C)cc1
19%	COc1ccccc1NC(=O)CSc1nnc(C)n1-n1cccc1
-7%	O=C(CCn1nc(-c2ccccc2)c2ccccc2c1=O)NC1CCCCC1
26%	COc1cccc(CNC(=O)[C@@H]2C[C@@H](O)CN2C2CCN(C(=O)c3cnccn3)CC2)c1
-13%	CCN1C(=O)C2CC3(CCN(C(=O)c4c(C)noc4C)CC3)CN2C1=O (centres undefined)
16%	O=C(NC1CCCCC1)C(c1ccncc1)N(C(=O)c1csnn1)c1ccccc1 (centres undefined)
-12%	CCCS(=O)(=O)N1CCC2(CC1)CN(Cc1ccc(OC)cc1)C2=O
11%	N#C/C(=C\c1ccc(O)c(Br)c1)c1nc2ccccc2[nH]1
u	Cc1cc(Nc2ccccc2Cl)n2nc(-c3ccco3)nc2n1
-21%	COC(=O)C1=C(C)N=C2SC=C(CC(=O)N3CCCCC3C)N2C1c1cccc(OC)c1 (centres undefined)
-11%	O=C1N(Cc2ccccc2)c2ccccc2C12CCN(Cc1cncs1)C2 (centres undefined)
u	CCCN(C(=O)c1cn(C)c(=O)c2cc(OC)c(OC)cc12)c1ccc(CC)cc1
-17%	CN1CCCC1c1nc(C2CN(S(=O)(=O)Cc3ccccc3F)C2)no1 (centres undefined)
28µM*	Cc1ccc(-c2cc(C(=O)N3CCC(Cc4nncn4C(C)C)CC3)c3ccccc3n2)cc1C
u	CCOC(=O)COc1ccc(/C=C(\C#N)c2nc3ccc(C)cc3[nH]2)cc1OC
-20%	O=C(C1CCC1)N1CCCCCC1c1nnc(-c2ccccc2)o1 (centres undefined)
u	O=C(/C=C/c1ccc(-c2ccc(F)cc2)s1)N1CCS(=O)CC1
-8%	Fc1ccc(Nc2nc(-c3cccc(Cl)c3)c3c(n2)-c2ccccc2OC3)cc1
-1%	CC(C)CNC(=O)C1COC2(CCC(C)CC2)N1C(=O)c1cccc(F)c1 (centres undefined)
-8%	O=C(Cc1cccc2ccccc12)NCCc1cccnc1
-14%	Cc1ccc(-c2nc(S(=O)(=O)c3ccc(C)cc3)c(SCC(N)=O)o2)cc1
-8%	Cc1ccc(-n2nnnc2CNC(=O)c2ccccc2)cc1C

Later entries:
KDM5B inh	Structure
-26%	O=C(O)c1c2c(nc3ccccc13)/C(=C/c1ccccc1[N+](=O)[O-])CCC2
-18%	COc1ccnc(Cn2c(=O)n(CC(C)C)c3ncc(C(=O)O)cc32)c1OC
7%	O=C1CCN(C(=O)C2COc3ccccc3O2)CCOCCN1 (centres undefined)
10%	CC(=O)N1CCc2cc(CNC(=O)Nc3ccc(Br)c(C)c3)ccc21
-20%	CC(=O)c1cc(CN2C[C@@H]3CN(C(C)=O)C[C@]3(C(=O)O)C2)n(C)c1
-2%	COc1cccc(S(=O)(=O)N2CCOCCNC(=O)[C@@H]3CCC[C@@H]32)c1
8%	CC(CCC(C)OC(=O)c1ccccc1C(=O)O)OC(=O)c1ccccc1C(=O)O (centres undefined)
-1%	COc1cccc(CNC(=O)CN2C(=O)CCn3nc(-c4cn(C)c5ccccc45)cc32)c1OC
-20%	O=c1c(S(=O)(=O)c2ccccc2)cn(Cc2ccc(F)cc2)c2cc(N3CCCC3)c(F)cc12
15%	Cc1nc2ncnn2c(C)c1CCC(=O)NCc1ccc(Cl)cc1
-1%	CC(C)n1cc(CN2CCC(CO)(Cc3ccccc3Cl)CC2)cn1
u	COc1ncccc1CN1CCCn2nc(C)c(-c3ccccc3C(C)C)c21
13%[149 µM]	Cn1nccc1CN1CCC(N2CCOCC2=O)CC1
8%	CNC(=S)N/N=C/c1cccc(Cl)c1
-11%	COCCCNC(=O)C1CCN(C(=O)c2ncn3c2COC(c2ccc(OC)cc2)C3)CC1 (centres undefined)
u	Cc1ccc(-c2onc(C)c2C)cc1S(=O)(=O)NCc1ccco1
-4%	COc1cc(C2CC(=O)c3c(C)nc(Nc4ccccc4)nc3C2)cc(OC)c1OC (centres undefined)
27%	O=C(Nc1ccccc1F)N1CC2CC(C1)[C@H]1CCCC(=O)N1C2 (some centres undefined)
u	CCC(=O)N1CCc2c(sc3ncnc(Nc4ccccc4)c23)C1
u	COc1ccc(NC(=O)Cn2ccn3nc4c(c3c2=O)CC(C)CC4)cc1Cl (centres undefined)
22%	CCn1nccc1C(=O)NCCC1CCN(C(=O)Nc2ccccc2F)CC1
8%	CSCCC(NC(=O)COc1ccccc1)C(=O)N1CCCC(C)C1 (centres undefined)
-35%	O=C(Nc1cc(F)ccc1F)c1ccc2c(c1)nnn2C1CCCC1
u	O=C(Nc1ccccn1)C1CN(Cc2ccc[nH]2)CC12CCOCC2 (centres undefined)
6%	C=CCNC(=O)c1ccc(Cn2ccn3nc4c(c3c2=O)CCCC4)cc1
u	O=c1[nH]c(CN(Cc2cccs2)CC2CCCO2)nc2scc(-c3ccco3)c12 (centres undefined)
4%	O=C(NC1CCCN(c2cc(N3CCCC3)ncn2)C1)c1ccco1 (centres undefined)
-8%	CCn1nccc1C(=O)N1CCCC(n2cc(-c3nc(-c4ccccc4)no3)nn2)C1 (centres undefined)
22%	O=C(NCC(F)(F)F)C1CCN(Cc2ccccc2)CC1
-19%	Cc1ccc2c(c1)-c1nc(-c3ccc(Cl)cc3)cc(-c3coc4ccccc4c3=O)c1CO2
2%	COc1cc(OC)cc(-c2cc(N3C(=O)Nc4ccccc4N3O)n[nH]2)c1
2%[86.2 µM]	COc1cncc(NC(=O)C2=NO[C@@H]3CN(Cc4sccc4C)C[C@H]23)c1

Given tab-delimited: part of the list above
Compound	KDM5B inh
Cc1ccc(C(=O)N2CCC(N3CC(OCC4CC4)C34CCCCC4)CC2)cn1 (centres undefined)	35%
CN(C)c1ccc(C(=O)N2CCC3(CC2)NC(=O)N(Cc2ccc(F)cc2)C3=O)cc1	-11%
COC(=O)c1cc(C(=O)OC)cc(-c2ccc(C=O)o2)c1	0%
CCCCNc1nc(-c2ccc3c(c2)CC(=O)N3)cs1	-2%
Cc1cnc(C)n1C1CCN(C(=O)CCn2cccn2)CC1	-4%
CCOc1ccc(C(=O)Cn2cnc3ccccc3c2=O)cc1	15%
O=C(O)c1cc(-c2cncnc2)cc(S(=O)(=O)N2CCCCCC2)c1	-5%

Additional entries.
KDM5B inh	Structure
13%	O=C(NC1CCCN(c2cc(N3CCCC3)ncn2)C1)c1cccnc1 (centres undefined)
-3%	Cc1cc(C)cc(NC(=O)CC(C)n2nc(C)cc2C)c1 (centres undefined)
32µM*	Cc1ccc(CN2CCC(Oc3cnc4c(ccn4CCN[S+](C)(=O)[O-])c3)CC2)c(F)c1
10%	CNC(=O)NC(=O)C(C)n1cnc2c1c(=O)n(C)c(=O)n2C (centres undefined)
-10%	COc1cccc(NC(=O)CCc2nnc3n(CC(C)C)c(=O)c4ccccc4n23)c1
25µM*	CN(C)c1cccc(C(=O)NCC2CCN(c3cc(-c4ccccc4)[nH]n3)CC2)c1
u	CC1=C[C@@H](CNC(=O)COCC(=O)O)[C@H](C(C)C)C[C@H]1CC(=O)N1CCCC1
-8%	CCc1ccc2oc(C(=O)Nc3ccccc3Cl)cc(=O)c2c1

Laid out differently: entries from further up
CNC(=O)NC(=O)C(C)n1cnc2c1c(=O)n(C)c(=O)n2C (centres undefined)
  KDM5B inh: 10%
COc1cccc(NC(=O)CCc2nnc3n(CC(C)C)c(=O)c4ccccc4n23)c1
  KDM5B inh: -10%
CN(C)c1cccc(C(=O)NCC2CCN(c3cc(-c4ccccc4)[nH]n3)CC2)c1
  KDM5B inh: 25µM*

(next part)
KDM5B inh	Structure
6%	COc1ccc(-c2nc(S(=O)(=O)c3ccc4c(c3)OCCO4)c(N3CCN(C)CC3)o2)cc1
5%	CS(=O)(=O)N1CCCc2cc(C(=O)c3cc4ccccc4o3)ccc21
-19%	Cc1ccc(S(=O)(=O)Nc2ccc(C)n(CC(=O)NCc3cccc(F)c3)c2=O)cc1
-22%	CS(=O)(=O)N1CCC2(CC1)NCCc1c2[nH]c2ccccc12
26%	Cc1nc(-c2c3n(c(=O)n(CC(=O)NCc4cccs4)c2=O)CCCCC3)no1
2%	Cc1sc(NC(=O)C(C)C)c(C#N)c1C
u	O=C(O)c1cc2c(OCc3ccccc3)cccc2[nH]1

Screening results deposited in PubChem by National Center for Advancing Translational Sciences (NCATS).

An excerpt; count on the stated rates, not on these rows.
